Screening results from PubChem.
VP16 counter = Gal4-VP16 reporter inhibition counter-screen | Drosophila S2 Gal4-VP16 UAS-luciferase, luminescence, 20 h | Potency, µM (top dose mostly 53.6 µM), inactives show at the top dose activity, negative = inhibition, most hits filed as inhibitors | hit rate 3.5% among 310,000;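 also: Gal4-VP16 expression switched on by copper sulfate through the metallothionein promoter; % is scaled to controls: 0 for no effect and ±100 for the full control effect; nearly all actives have a fitted effect of over 50% in size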
FLuc modulator = inhibits or activates purified firefly luciferase, miR-21 counter-screen; P08659; purified FLuc, Km substrates, luminescence inhibition; Potency, µM (series often up to 57.5 µM), inactives show at the top dose activity change, negative = inhibition, usual class: inhibitors; hit rate 6.9% among 360,000; AID 588342;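 also: plate controls were vehicle for no effect and reference inhibitor for full effect; nearly all actives have a fitted effect of over 55% in size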
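Purified P. pyralis luciferase, 10 nM final, with Km-level 10 uM D-luciferin and 10 uM ATP in 50 mM Tris acetate pH 7.5, 10 mM Mg acetate, 0.01% Tween-20, 0.05% BSA; 6-point qHTS titration about 60 µM downward; luminescence read.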
uPA generation = inhibitors of cell surface uPA generation. cell surface uPA generation assay, qHTS. Potency, µM (highest dose often 38.3 µM), without a hit: at the highest dose activity change, negative = inhibition, most hits filed as inhibitors. hit rate 0.31% among 330,000. AID 540303; active = well fitted inhibition curve with a large enough effect; inconclusive = small, poorly fitted or top-dose-only effect; inactive = no such curve, though single readings can be large or run the other way; tested in mouse RAW 264.7 cells; also: % is scaled to controls: 0 for no effect and ±100 for the full control effect; nearly all actives have a fitted effect of over 55% in size
BRCA1 expr up = activators of BRCA1 expression; MCF7-BRCA1-FFLuc reporter, luminescence, 48 h; response scale: scaled: vehicle 0%, 10 µM genistein 100%; Potency, µM (top dose mostly 46.1 µM), for the others: top-dose activation, most hits filed as activators; hit rate 1.1% among 380,000; AID 624202; also: nearly all actives have a fitted effect of over 80% in size; some results filed as inactive show a strong effect at the top dose
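Using MCF7 cells harboring a BRCA1 firefly luciferase reporter, plated 2 h before compound pinning, the screen measured luminescence after 48 h incubation. Responses were normalized to DMSO and 10 microM genistein, then fitted for concentration-effect.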
p53 reactivator = mutant p53 re-activation in reporter cells. Potency, µM (doses to about 92.2 µM), without a hit: top-dose activity change, positive = activation, usual class: activators. hit rate 0.063% among 320,000. H1299 p53-A138V BP100-luciferase reporter, luminescence, 24 h; also: % of control where 0% means no effect; nearly all actives have a fitted effect of over 45% in size
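H1299 (p53-null), stable ts p53-A138V + BP100-Luc; 1000 cells/well, Opti-MEM/10% FBS; cpd 4 pt, 1:5; 24 h, 37 deg C, 5% CO2; detection reagent 10 min RT; luminescence.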
Rab9 promoter act = activates the Rab9 promoter; hit rate 2.8% among 320,000; Potency, µM (top dose mostly 9.22 µM), for inactives: top-dose activation, negative = inhibition, most hits filed as activators; AID 485297; Huh7 Rab9 promoter-luciferase reporter, luminescence, 24 h; also: % of control where 0% means no effect; nearly all actives have a fitted effect of over 60% in size
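Using Huh7 cells stably transfected with Rab9 promoter–luciferase, compounds were incubated 24 h at 37 °C, 5% CO2; luciferase luminescence was read 10 min after reagent addition.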
NPC1 promoter act = activators of NPC1 promoter | Huh7 NPC1 promoter luciferase reporter, 24 h | Potency, µM (highest dose often 9.22 µM), without a hit: at the highest dose activation, most hits filed as activators | hit rate 2.4% among 320,000 | AID 485313;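 also: % of control where 0% means no effect; nearly all actives have a fitted effect of over 60% in size; reporter is driven by a mutant NPC1 promoter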
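Huh7 reporter cells (NPC1 promoter driving luciferase) are dosed with compound for 24 h at 37 °C, 5% CO2; luciferase detection reagent is then added and luminescence measured after 10 min at ambient temperature.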
MBNL1 CUG block = MBNL1-poly(CUG) RNA binding inhibition | hit rate 0.036% among 280,000 | AID 2675 | TR-FRET MBNL1-His/biotin-(CUG)12 binding, 665/545 ratio | Potency, µM (series often up to 57.5 µM), for inactives: top-dose activity change, negative = inhibition, most hits filed as inhibitors | Q9NR56; active = well fitted inhibition curve with a large enough effect in the signal ratio, with a control signal flat, not every such curve was filed as active; inconclusive = small, poorly fitted or top-dose-only effect, or effect the other way, or a change in a side signal; inactive = no such curve, though single readings can be large or run the other way; the % refers to the signal ratio; also: % is scaled to controls: 0 for no effect and ±100 for the full control effect
Target sequence (Q9NR56 whole entry, looked up): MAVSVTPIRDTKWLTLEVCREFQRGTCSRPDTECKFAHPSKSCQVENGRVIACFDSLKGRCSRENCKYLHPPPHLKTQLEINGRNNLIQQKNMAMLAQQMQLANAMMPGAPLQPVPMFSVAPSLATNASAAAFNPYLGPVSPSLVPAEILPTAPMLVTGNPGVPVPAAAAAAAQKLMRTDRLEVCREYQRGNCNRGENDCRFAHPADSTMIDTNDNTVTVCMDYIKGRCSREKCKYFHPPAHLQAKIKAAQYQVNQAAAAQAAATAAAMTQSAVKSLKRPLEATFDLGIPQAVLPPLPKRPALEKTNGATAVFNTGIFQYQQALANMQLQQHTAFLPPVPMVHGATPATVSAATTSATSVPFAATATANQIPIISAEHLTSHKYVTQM
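Inhibition of protein-RNA binding appears as loss of TR-FRET between terbium anti-His antibody on MBNL1-His and streptavidin-XL665 on biotin-(CUG)12. Activity is normalized to buffer-only and uninhibited-complex controls.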
ELG1 genotoxic = induces genotoxicity in HEK293T cells with luciferase-tagged ELG1. Potency, µM (doses to about 46 µM), without a hit: at the top dose activity change, positive = activation, actives largely listed as activators. HEK293T ELG1-luciferase reporter, luminescence, 16 h. AID 504466. hit rate 1.3% among 330,000; also: % of control where 0% means no effect; nearly all actives have a fitted effect of over 60% in size
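Luminescence read-out: rising ELG1-luciferase signal, reflecting elevated ELG1 protein under genetic stress, flags genotoxic compounds. Cells were treated for 16 hr at 37 °C before ONE-Glo detection.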
RORg inh = ROR gamma (mouse) transcription inhibition; P51450; Drosophila S2 Gal4-RORgamma UAS-luciferase reporter, 20 h; Potency, µM (series often up to 53.6 µM), for the others: at the top dose activity change, negative = inhibition, usual class: inhibitors; hit rate 5.4% among 310,000; also: % is scaled to controls: 0 for no effect and ±100 for the full control effect; nearly all actives have a fitted effect of over 60% in size
Target sequence (P51450 whole entry, looked up, the tested form may be a part): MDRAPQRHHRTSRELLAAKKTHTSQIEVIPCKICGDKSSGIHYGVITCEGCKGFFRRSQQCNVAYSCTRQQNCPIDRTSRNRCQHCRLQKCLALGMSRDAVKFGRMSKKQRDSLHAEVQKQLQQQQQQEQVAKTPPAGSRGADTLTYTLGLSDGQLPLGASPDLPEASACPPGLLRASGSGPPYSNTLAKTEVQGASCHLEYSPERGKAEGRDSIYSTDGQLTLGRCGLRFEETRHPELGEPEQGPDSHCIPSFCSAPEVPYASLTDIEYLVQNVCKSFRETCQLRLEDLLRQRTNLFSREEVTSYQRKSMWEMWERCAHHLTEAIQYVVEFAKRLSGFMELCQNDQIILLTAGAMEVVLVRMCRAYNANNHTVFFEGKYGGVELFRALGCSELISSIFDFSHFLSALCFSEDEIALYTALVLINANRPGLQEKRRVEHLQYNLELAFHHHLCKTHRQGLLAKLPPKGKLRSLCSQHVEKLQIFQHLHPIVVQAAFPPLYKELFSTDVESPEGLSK
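Compounds are pin-transferred onto Drosophila Schneider cells expressing a copper-inducible Gal4–ROR gamma transactivation domain fusion. After 1 hr, copper sulfate is added to 700 uM final; luciferase is read 20 hr later.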
The depositor's hits bear a star; ? = inconclusive; · = not tested or not shown; [ ] = another dose, or the depositor's remark. Unless noted, calls follow the shape of the dose curve; as a rule, active = well fitted curve in the direction sought with a large enough effect; inconclusive = small, poorly fitted or top-dose-only effect, or another doubt; inactive = no such curve, though single readings can be large; an effect the other way counts as inactive or inconclusive. Potency is read from the fitted curve at half-maximal effect.

SMILES	VP16 counter	FLuc modulator	uPA generation	BRCA1 expr up	p53 reactivator	Rab9 promoter act	NPC1 promoter act	MBNL1 CUG block	ELG1 genotoxic	RORg inh
CSc1cccc(NC(=O)COc2ccccc2C)c1	2%	15µM*	3%	2%	-4%	3%	-1%	-2%	5%	15%
CC(=O)Nc1ccc(NC(=O)c2cc(=O)c3ccc(C)cc3o2)cc1	0%	-3%	18%	-21%	-2%	-3%	1%	?	-1%	-24%
COc1cccc(C(=O)Nc2ccc(NC(=O)C3CC3)cn2)c1	-16%	7.6µM*	-3%	34%	1%	3.2µM*	2µM*	-7%	?	-32%
Cc1nc(=O)c(-c2ccccc2)c(C)n1-c1cccc(/C=C/C(=O)O)c1	-13%	0%	-6%	-14%	5%	-1%	0%	9%	-2%	-18%
CN(C)S(=O)(=O)Oc1cccc(C(=O)Nc2ccc(Cl)cc2)c1	-26%	3.4µM*	-3%	30%	10%	?	?	-14%	5%	?
COc1ccc(-n2c(=O)/c(=C\c3cccs3)s/c2=C(/C#N)C(=O)N2CCN(C)CC2)cc1	?	2%	-3%	5%	4%	-2%	8%	?	?	?
O=S(=O)(c1ccccc1)n1c(C(O)c2ccccn2)cc2ccccc21 (stereo not given)	-5%	0%	1%	-19%	-7%	1%	-1%	-5%	0%	-26%
COc1ccc(N2CCn3c2nc2c3c(=O)n(CCc3ccccc3)c(=O)n2C)cc1	-20%	12%	·	·	2%	-7%	?	-7%	-2%	10%
O=C(C1=C[C@@H](C2CCCCC2)C[C@@H](OCCCCO)O1)N1CCOCC1	-3%	0%	6%	4%	-5%	3%	-1%	3%	2%	2%
O=C(c1ccccc1)c1cc(-c2ccccc2)on1	11µM*	0.21µM*	2%	?	?	0.63µM*	0.56µM*	6%	2.1µM*	?
CCc1ccc(NC(=O)C2CCN(C(=O)[C@@H]3Cc4ccccc4CN3)CC2)cc1	-4%	?	-4%	74%	10%	1%	5%	0%	5%	-2%
COc1ccccc1NC(=O)CSc1ccc2nnc(-c3cccnc3)n2n1	6%	0%	3%	0%	-4%	1%	0%	-7%	6%	?
Cc1cc(NC(=O)CC(CN(C)S(=O)(=O)c2ccccc2)c2ccccc2)no1 (stereo not given)	-15%	9%	?	-3%	-3%	-5%	2%	-1%	-4%	7%
CCCCn1c(-c2cccc(C)c2)nc2cc3[nH]c(=O)c(C(C)C)nc3cc21	?	?	8%	0%	·	-5%	1%	24%	-10%	-44%
Cc1cc(NC(=O)c2cc([N+](=O)[O-])cc([N+](=O)[O-])c2C)no1	?	-16%	0%	-18%	2%	-13%	-1%	?	-1%	1%
O=C(CCCn1c(=S)[nH]c2ccc(Br)cc2c1=O)NCc1ccccn1	-29%	-1%	4%	-21%	5%	-9%	3%	3%	-2%[9.26 µM]	?
CCC(C)[C@H](NC(=O)N1CC(=O)Nc2ccccc21)C(=O)N[C@@H](Cc1c[nH]c2ccccc12)C(=O)O (stereo not given in full)	-7%	15%	-4%	1%	·	-1%	-4%	5%	-2%	-9%
O=C1N/C(=C\c2ccc(N3CCOCC3)c(F)c2)C(=O)N1Cc1ccccc1	-10%	0%	-3%	-53%	1%	-1%	-6%	11%	9%	10%
CCC(c1nnnn1CC1CCCO1)N(CCCO)Cc1cc2cccc(C)c2[nH]c1=O (stereo not given)	-9%	2%	3%	2%	-1%	-3%	-2%	-10%	-5%	20%
COc1ccc(S(=O)(=O)CCC(=O)O)cc1	-8%	-1%	-6%	1%	2%	-4%	-4%	-1%	-3%	-26%
Cc1cccc(N=Nc2c(C)[nH]n(-c3ccccc3)c2=O)c1	-26%	19µM*	-1%	8%	3%	?	?	7%	9%	?
O=C(COc1ccc([N+](=O)[O-])cc1)Nc1ccc(CN2CCOCC2)cc1	-2%	-4%	4%	-5%	-4%	-7%	0%	?	-5%	37%
CCCN1CCN(c2ncnc3c2nnn3Cc2ccccc2)CC1	-6%	1%	-11%	-81%	0%	-13%	-4%	-8%	6%	-2%
O=C(OCC#CCSc1nnc(-c2ccccc2)o1)c1cc2ccccc2o1	9%	-7%	-4%	55%	7%	-4%	11%	-3%	12%	13%
NS(=O)(=O)c1ccc(NC(=O)CSc2ccccc2)cc1	?	5%	10%	49%	5%	3%	2%	·	5%	?
COC(=O)CN1CCN(C(=O)c2ccco2)CC1	-17%	-4%	5%	1%	?	2%	4%	1%	1%	1%
O=C(NN=Cc1ccc(OC(F)F)cc1)c1ccc(NS(=O)(=O)c2cccs2)cc1	·	·	-28%	?	12%	·	·	·	9%	·
Cc1cc(NC(=O)c2ccc3c(c2)C(=O)N(C2CCCCC2)C3=O)no1	8%	-2%	5%	-7%	-2%	-1%	-5%	?	0%	-12%
CCCc1nnc(SCC(=O)NC2CCCC2)n1CCOC	-9%	-2%	6%	-29%	-2%	-4%	-1%	-4%	0%	-1%
COc1ccc(N=Cc2oc3ccc4ccccc4c3c2O)cc1	6%	?	-5%	80%	12%	3.2µM*	?	3%	22%	-41%
Cc1cccc(NC(=O)CCCN2C(=O)C3CC=CCC3C2=O)c1 (stereo not given)	-2%	0%	-13%	5%	-8%	15%	-1%	0%	0%	23%
COc1cccc(CNc2ccc(N3CCCCC3)cc2)c1OC	?	?	-1%	9%	?	24%	?	1%	-1%	?
Cc1ccccc1C(=O)Nc1nnc(SC(C)C)s1	0%	?	-12%	?	?	29%	18%	·	12%	2.5µM*
CC(=O)c1cccc(NC(=O)c2cc(Cl)sc2Cl)c1	4%	?	0%	43%	0%	13%	24%	11%	7%	30%
CCOC(=O)c1c(CSc2ccc(C)cc2)n(C)c2cc(Br)c(O)c(CN(C)C)c12	3%	-1%	?	-44%	3%	3%	2%	0%	-14%	-33%
C=CCN(c1ccccc1)S(=O)(=O)c1cc(C(=O)NC2=NCCS2)ccc1Cl	?	-8%	15%	-8%	3%	-1%	-4%	-7%	-7%	?
Cc1[nH]nc(Nc2ccc(C(C)C)cc2)c1[N+](=O)[O-]	?	9.5µM*	4%	?	?	3.5µM*	3.5µM*	?	?	-44%
COC(=O)C1=C(C)Nc2c(c(=O)n(C)c(=O)n2C)C1c1ccncc1 (stereo not given)	-2%	4%	4%	5%	-7%	14%	-1%	?	0%	2%
C=CCn1nnnc1SCC(=O)Nc1ccc(OC)cc1	-4%	-7%	2%	12%	-3%	2%	8%	-12%	4%	11%
Nc1nc(SCC(=O)c2cccs2)n[nH]1	16%	-3%	2%	14%	-2%	-3%	-2%	-15%	6%	1%

In the list so far, 3 contain a furan ring, fused or not:
SMILES	VP16 counter	FLuc modulator	uPA generation	BRCA1 expr up	p53 reactivator	Rab9 promoter act	NPC1 promoter act	MBNL1 CUG block	ELG1 genotoxic	RORg inh
O=C(OCC#CCSc1nnc(-c2ccccc2)o1)c1cc2ccccc2o1	9%	-7%	-4%	55%	7%	-4%	11%	-3%	12%	13%
COC(=O)CN1CCN(C(=O)c2ccco2)CC1	-17%	-4%	5%	1%	?	2%	4%	1%	1%	1%
COc1ccc(N=Cc2oc3ccc4ccccc4c3c2O)cc1	6%	?	-5%	80%	12%	3.2µM*	?	3%	22%	-41%

Continuation.
SMILES	VP16 counter	FLuc modulator	uPA generation	BRCA1 expr up	p53 reactivator	Rab9 promoter act	NPC1 promoter act	MBNL1 CUG block	ELG1 genotoxic	RORg inh
COc1ccc2oc(C(=O)OCC(=O)NC(=O)NC(C)C)c(C)c2c1	4%	-3%	-6%	-2%[1.84 µM]	4%	-1%	-1%	6%	-1%	12%
CCCCN(C(=O)C1=NN(c2cc(C)ccc2C)C(=O)CC1)c1c(N)n(CCC)c(=O)[nH]c1=O	·	-1%	14%	-16%	0%	0%	0%	·	2%	·
COc1ccccc1-c1nnc(SCC(=O)Nc2ccc(N3CCOCC3)cc2)n1C	·	19µM*	?	15%	7%	14%	8%	·	21%	·
COC(=O)/C=c1\sc2ncnn2c1=O	11%[0.365 µM]	1%	-9%	0%	5%	9%	7%	?	-10%	?
Fc1ccc(-c2cc(-c3ccccc3)nc(-n3cccn3)n2)cc1	?	-15%	-6%	-5%	14%	-4%	-6%	-7%	-11%	1µM*
CCOC(=O)CS(=O)(=O)c1ccc(C(F)(F)F)cn1	5%	-2%	1%	-14%	2%	13%	-4%	-4%	-2%	5%
O=C(COC(=O)COc1cccc(Br)c1)NCc1ccc2c(c1)OCO2	·	·	2%	-5%	-1%	·	·	·	-1%	·
Cc1ccc(/C=N/NC(=O)c2cc3c(s2)CCCC3)o1	·	-19%	-11%	35%	9%	1%	3%	·	6%	·
CCCC1C2C(=O)N(c3ccccc3OC)C(=O)C2ON1c1ccccc1 (stereo not given)	3%	3%	-1%	-10%	4%	?	3%	-1%	3%	18%
O=C(NC1CCCCC1)c1sc(N2CCOCC2)nc1-c1ccccc1	2%	-5%	5%	-17%	-12%	1%	3%	·	-4%	23%
O=C(NCCN1CCOCC1)C(=O)NCC1CCCO1 (stereo not given)	-4%	-5%	5%	-13%	9%	5%	5%	?	-3%	0%
Cc1ccc(S(=O)(=O)Nc2cccc(-n3cnnn3)c2)cc1	1%	0%	-4%	1%	0%	-7%	1%	5%	1%	1%
CCC1(C)Cc2ccccc2-c2nc(SCC(N)=O)[nH]c(=O)c21 (stereo not given)	-17%	7%	-1%	-8%	-7%	-2%	-1%	2%	-3%	24%
